High-throughput results: PubChem BioAssay, National Center for Advancing Translational Sciences (NCATS)
GRP78 ERSR act: qHTS for Inducers of the Endoplasmic Reticulum Stress Response (ERSR) in Human Glioma: qHTS; U87-MG GRP78 promoter luciferase reporter, 16 h; actives 0.02% (n = 420,000); Potency, µM, for the others: top-dose activation, usual class: activators; also: potency is read from the fitted curve at half-maximal effect; series mostly up to about 76 µM; % of control where 0% means no effect; nearly all actives have a fitted effect of over 35% in size
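Stably transfected U87-MG glioma cells carrying a GRP78-based luciferase sensor; 16 h compound incubation. Luminescence end-point read 10 min after Bright-Glo addition at room temperature.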
PI4K2A block: qHTS for small molecular inhibitors of PI4K2A; activity change, negative = inhibition, % at 76.9 µM; Phosphatidylinositol 4-kinase type 2-alpha (Homo sapiens), Q9BTU6; purified PI4K2A, ADP-Glo luminescence, 1 h; stronger effect = lower value; actives 0.13% (n = 420,000); in the data active = activity change below about -50%; inconclusive = mostly about -30% to -49%;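 also: -100% = wells without enzyme as full effect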
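ADP-Glo luminescence measured ADP generated by PI4K2A enzyme (4 ug/mL before mixing) with 1.2 mM PI substrate (pre-mix) and 300 microM ATP (pre-mix). Tris pH7.5 buffer with MgCl2, Triton X-100; 1 h reaction at ambient temperature.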
IDH1 R132H inh: qHTS for Inhibitors of mutant isocitrate dehydrogenase 1 (IDH1): qHTS | Isocitrate dehydrogenase [NADP] cytoplasmic (Homo sapiens), O75874 | IDH1-R132H enzyme, NADPH consumption, diaphorase/resazurin fluorescence | Potency, µM (highest dose often 76.6 µM), for inactives: at the highest dose activity change, negative = inhibition, most hits filed as inhibitors | actives 0.093% (n = 390,000) | AID 602179, 2012; also: potency is read from the fitted curve at half-maximal effect; % is scaled to controls: 0 for no effect and ±100 for the full control effect; nearly all actives have a fitted effect of over 65% in size
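IDH1-R132H (0.5 ug/mL) preincubated 30 min with compound, then NADPH (0.016 mM) and alpha-KG (2 mM) added; 80 min at RT, pH 7.5. Remaining NADPH coupled via diaphorase/resazurin to fluorescence (540/590 nm); concentration-response curves normalized to no-enzyme control.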
Vif-A3F inh: qHTS for Inhibitors of Vif-A3F Interactions: qHTS; HeLa A3F-eYFP + Vif (tagged APOBEC3F with the HIV-1 protein that degrades it), YFP fluorescence increase; Potency, µM (series often up to 46.1 µM), without a hit: top-dose activity, negative = active; actives 0.2% (n = 390,000); also: potency is read from the fitted curve at half-maximal effect; % of control where 0% means no effect; nearly all actives have a fitted effect of over 65% in size
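Fluorescence increase (Ex 488/Em 500-530) after overnight compound treatment at 37 deg C flags inhibition of Vif-driven A3F-eYFP loss in stable HeLa A3F-eYFP/Vif cells seeded overnight beforehand.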
TrxR1 substrate: qHTS Assay for Substrates of Mammalian Selenoprotein Thioredoxin Reductase 1 (TrxR1): qHTS; purified TrxR1 substrate turnover, NADPH consumption readout; Potency, µM (top dose mostly 114 µM), inactives show top-dose activity change, negative = substrate turnover; actives 0.01% (n = 390,000); AID 588456, 2011; also: potency is read from the fitted curve at half-maximal effect; % is scaled to controls: 0 for no effect and ±100 for the full control effect; nearly all actives have a fitted effect of over 50% in size
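Rat TrxR1, dispensed at 90 nM, was prereduced with 400 uM NADPH (final) for 5 min at ~22 deg C, then incubated with compound 15 min before 400 uM selenite. A first-read NADPH fluorescence drop versus no-compound background flagged substrates.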
RXFP1 agonist: qHTS Assay for Agonists of the Relaxin Receptor RXFP1 | Relaxin receptor 1 (Homo sapiens), Q9HBX9 | HEK293T-RXFP1 cAMP TR-FRET, 30 min; response scale: percent of porcine relaxin response, buffer zero | Potency, µM (top dose mostly 57.5 µM), for the others: top-dose activation, actives largely listed as activators | actives 0.3% (n = 370,000) | AID 2676, 2010; also: potency is read from the fitted curve at half-maximal effect; % is scaled to controls: 0 for no effect and ±100 for the full control effect; nearly all actives have a fitted effect of over 60% in size; many of its hits are not listed in these tables
Target sequence (Q9HBX9 whole entry, looked up): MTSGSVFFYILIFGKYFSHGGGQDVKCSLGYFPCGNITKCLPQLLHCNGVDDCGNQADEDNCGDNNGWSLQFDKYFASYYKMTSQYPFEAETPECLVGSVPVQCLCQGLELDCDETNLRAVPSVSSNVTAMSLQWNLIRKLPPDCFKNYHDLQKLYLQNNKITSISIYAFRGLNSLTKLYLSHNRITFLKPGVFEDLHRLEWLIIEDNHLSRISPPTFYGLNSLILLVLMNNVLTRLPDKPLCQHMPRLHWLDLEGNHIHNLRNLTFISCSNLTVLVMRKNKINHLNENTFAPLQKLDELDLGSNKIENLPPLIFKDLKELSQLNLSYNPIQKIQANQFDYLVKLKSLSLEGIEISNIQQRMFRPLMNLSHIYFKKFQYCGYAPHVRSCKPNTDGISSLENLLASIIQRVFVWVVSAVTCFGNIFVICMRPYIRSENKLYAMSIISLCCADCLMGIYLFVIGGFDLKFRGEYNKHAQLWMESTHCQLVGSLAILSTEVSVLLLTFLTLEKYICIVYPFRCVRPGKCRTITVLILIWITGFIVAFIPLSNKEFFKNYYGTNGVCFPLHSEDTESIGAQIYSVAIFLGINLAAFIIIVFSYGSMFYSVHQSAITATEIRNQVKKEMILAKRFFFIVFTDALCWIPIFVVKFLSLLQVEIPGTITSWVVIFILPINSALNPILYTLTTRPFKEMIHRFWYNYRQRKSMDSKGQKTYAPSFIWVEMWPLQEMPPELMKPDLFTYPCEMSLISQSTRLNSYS
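Agonist response is measured as cAMP accumulation in an RXFP1-transfected HEK293T line under PDE4 inhibition. Values are scaled between buffer-only and 29 nM porcine relaxin, and EC50s come from standard Hill equation fits.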
USP1 inh: Inhibitors of USP1/UAF1: Primary Screen; Ubiquitin carboxyl-terminal hydrolase 1 (Homo sapiens), O94782; recombinant USP1/UAF1, Ub-Rhodamine cleavage fluorescence; Potency, µM (titrated, usually from 57.1 µM), for the others: at the top dose activity change, negative = inhibition, actives largely listed as inhibitors; actives 0.23% (n = 390,000); AID 743255, 2014; also: potency is read from the fitted curve at half-maximal effect; % is scaled to controls: 0 for no effect and ±100 for the full control effect; nearly all actives have a fitted effect of over 60% in size; inactives centre near -12
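In this screen, compounds sit with the deubiquitinase complex (1nM) for 15 min at room temperature before Ub-Rho is added at 150nM final. Fluorescence rise is then followed for 6 reads every 60 seconds.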
Vif-APOBEC3G blk: qHTS for Inhibitors of Vif-A3G Interactions: qHTS | HeLa A3G-eYFP + Vif (tagged APOBEC3G with the HIV-1 protein that degrades it), YFP fluorescence, overnight | DNA dC->dU-editing enzyme APOBEC-3G (Homo sapiens), Q9HC16 | Potency, µM (series often up to 46.1 µM), without a hit: at the highest dose activity, negative = active, usual class: inhibitors | AID 602310, 2012 | actives 0.076% (n = 410,000);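 also: potency is read from the fitted curve at half-maximal effect; % is scaled to controls: 0 for no effect and ±100 for the full control effect; nearly all actives have a fitted effect of over 60% in size; hits raise eYFP signal because A3G escapes Vif-driven loss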
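HeLa cells stably expressing Vif and C-terminally eYFP-tagged A3G, seeded overnight at 37 deg C, then exposed to compound by pintool overnight at 37 deg C. Rise in yellow fluorescence (Ex 488/Em 500-530, Acumen) marks blocked Vif-driven A3G degradation.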
LDHA inh: qHTS assay for inhibitors of human lactate dehydrogenase | L-lactate dehydrogenase A chain (Homo sapiens), P00338 | purified LDHA, NADH/diaphorase-resazurin fluorescence; stronger effect = lower value | activity change, % (values are at about 110 or 230 µM) | actives 0.15% (n = 480,000) | AID 1347041, 2019; in the data active = activity change below about -30%; inconclusive = mostly about -25% to -30%;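 also: plate controls were DMSO wells for no effect and wells without enzyme for full effect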
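Human LDH5 at 2 nM final in Tris HCl pH 7.4 with 0.06 mM NADH and 0.2 mM pyruvate, reacted 5 minutes at room temperature. Remaining NADH coupled via diaphorase/resazurin; resorufin fluorescence read at 0 and 20 minutes, normalized to enzyme-free and DMSO wells.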
* hit, by the source's call; ? = inconclusive; . = not tested or not shown; & = joins results of further samples; [ ] = another dose, or the depositor's remark. Unless noted, calls follow the shape of the dose curve; as a rule, active = well fitted curve in the direction sought with a large enough effect; inconclusive = small, poorly fitted or top-dose-only effect, or another doubt; inactive = no such curve, though single readings can be large; an effect the other way counts as inactive or inconclusive.

Order of values – GRP78 ERSR act | PI4K2A block | IDH1 R132H inh | Vif-A3F inh | TrxR1 substrate | RXFP1 agonist | USP1 inh | Vif-APOBEC3G blk | LDHA inh
> O=C(Nc1ccc(Br)cc1)c1cccc(N2C(=O)C3C4CCC(C4)C3C2=O)c1 (configuration not stated)
    -3% | 0 | 5% | -15% | -5% | 0.2% | -11% | -4% | -4
> N#Cc1ccc(OCC(=O)N2CCN(S(=O)(=O)c3ccc(Cl)s3)CC2)cc1
    -3% | -2 | -8% | 6% | -2% | 0.9% | -18% | 1% | -1
> COc1ccncc1-c1ccc(C2=CC(=O)CC(C)(C)C2=O)cc1
    5% | -3 | 1% | -4% | . | . | -30% | 2% | -1
> CCN(C(=O)COC(=O)c1oc2ccc(OC)cc2c1C)C1CCCCC1
    -4% | 2 | 3% | 1% | 44%[activator] | 1.1% | -18% | 0% | -1
> O=C(CCc1nnc2n(CCc3ccccc3)c(=O)c3ccccc3n12)NCCCN1CCCCC1
    -3% | -2 | 2% | 11% | 7% | 13% | -5% | 1% | 3
> Cc1cccnc1NC(=O)Nc1cccc(C(F)(F)F)c1
    -3% | 2 | -1% | -4% | -4%[57.1 µM] | 1.2% | -11% | -5% | -3
> O=C(C[C@H]1C/C=C\CC[C@@H](Cc2ccc(F)cc2)C(=O)O[C@H](c2ccccc2)CNC1=O)N[C@H](CO)Cc1ccccc1
    1% | -5 | -5% | -6% | -14% | . | -18% | -13% | -6
> CCN(CC)c1ccc([C@H]2[C@@H]3CCCC[C@]3(O)CCN2CC(=O)NCc2ccco2)cc1
    -3% | 1 | 1% | 3% | 14%[57.1 µM] | 1.5% | 1% | 1% | 4
> CC(C)CN(C(=O)COC(=O)CNC(=O)c1sc2ccccc2c1Cl)C1CCS(=O)(=O)C1 (configuration not stated)
    -5% | 2 | 0% | 3% | -5% | 10% | -17% | 1% | 2
> CC1CCCCN1C(=O)CCC(=O)Nc1nnc(C2CCCCC2)s1 (configuration not stated)
    1% | 3 | -4% | -11% | 79%[activator] | -0.9% | -7% | 0% | -1
> CNc1ccc(Br)cc1C(O)c1ccccc1 (configuration not stated)
    -1% | 3 | 6% | -8% | -18%[57.1 µM] | -3.2% | -13% | -1% | 23
> COc1ccc(N2CCN(C(=O)NCc3ccc(C)cc3)CC2)cc1
    2% | 8 | 11% | 0% | 11% | 0.0% | -9% | -23% | 6
> O=C(Nc1ccc(OCC(F)(F)C(F)F)c(C(F)(F)F)c1)c1ccccc1O
    1% | -5 | 6% | -3% | 8% | -0.6% | ? | -10% | -3
> CCCCN(C(=O)C1CC(=O)N(CCc2ccc(OC)c(OC)c2)C1)c1c(N)n(CCCC)c(=O)[nH]c1=O (configuration not stated)
    0% | 0 | 1% | -25% | -8%[57.1 µM] | 0.1% | -4% | -2% | -4
> COc1ccc(N2C(=O)C(OC(C)=O)C2c2ccc(C)cc2)cc1 (configuration not stated)
    -3% | 2 | 7% | -9% | -14% | 5.4% | -7% | 1% | -13
> COc1ccc(C(=O)Nc2ccccc2N2CCCC2)cc1
    4% | -4 | -2% | 1% | -2% | -1.4% | -8% | 1% | -1
> Cc1cc(O)c(-c2ccno2)cc1Cl
    -4% | 12 | 2% | 5% | -2% | 2.7% | -8% | 2% | -5
> Cc1ccc(NC(=O)c2cnc(N3CCCCC3)c3ccccc23)cc1Cl
    -2% | -1 | 6% | -7% | 2%[57.1 µM] | 4.1% | -1% | 2% | 3&0
> CCN1CCN(c2ccc(S(=O)(=O)N3CCOCC3)cc2N)CC1
    -1% | 2 | 8% | 0% | 7%[57.1 µM] | . | -1% | -3% | -2
> CCC/C(O)=C1\C(=O)CC(c2ccccc2)CC1=NC (configuration not stated)
    -2% | 2 | 4% | -2% | 10%[57.1 µM] | -1.0% | -6% | 0% | -6
> O=C(CCS(=O)(=O)c1cccc2nsnc12)N1CCN(Cc2ccc3c(c2)OCO3)CC1
    -2% | -1 | 3% | -5% | 8%[57.1 µM] | 0.3% | -21% | -2% | 5
> O=[N+]([O-])c1ccc(Nc2nc(NCCO)nc(N3CCCC3)n2)cc1
    -4% | -4 | -3% | -7% | -8% | 0.4% | -21% | -9% | -4
> COc1cc(OC)c2ccc(=O)oc2c1C(CC(=O)N1CCCC1)c1ccc2c(c1)OCO2 (configuration not stated)
    -2%&1% | -3 | -2% | 7% | 12%[57.1 µM] | -1.5% | -24% | -6%&-3% | 0
> COc1cc(NC(=O)c2ccccc2)c(C)cc1NC(=O)CC(CC(=O)O)c1ccccc1 (configuration not stated)
    -1% | 3 | -1% | -1% | 1% | -1.6% | -27% | 1% | -15
> COc1cccc(N(C(=O)c2csnn2)C(C(=O)NC2CCCC2)c2ccccc2)c1 (configuration not stated)
    1% | -1 | ? | 11% | 5%[57.1 µM] | -1.4% | -20% | 0% | -9
> COc1ccc(CCNC(=O)Nc2ccc(F)cc2F)cc1OC
    -1% | -2 | -5% | 10% | -3% | 6.8% | -24% | -8% | -14
> CC(=O)Nc1ccc(S(=O)(=O)N(C)Cc2ccccc2)cc1
    -5% | 5 | -1% | -3% | 2% | 4.1% | -18% | -4% | -1
> Cc1ccc(C(C)NC(=O)/C(C#N)=C\c2c(C)[nH]c3ccccc23)cc1 (configuration not stated)
    3% | -3 | 4% | -9% | -5% | -0.8% | -24% | 1% | 12
> CC(/C=C1\N=C(SCc2ccccc2)SC1=O)=C\c1ccccc1
    5% | 8 | 7% | -8% | -5% | 2.5% | -1% | 2% | -2
> CCOC(=O)C1=C(C)OC(N)=C(C#N)C1c1cccs1 (configuration not stated)
    -1% | -9 | 5% | -3% | 1%[57.1 µM] | 0.3% | -2% | 0% | 7
> COc1ccc(-n2c(=O)c3c4c(sc3n3c(SC(C)C)nnc23)COC(C(C)C)C4)cc1 (configuration not stated)
    -2% | 0 | 8% | 0% | -4% | 0.4% | ? | -6% | -1
> CC(=O)Nc1ccc(S(=O)(=O)NC2(C(F)(F)F)C(=O)Nc3c2c(=O)n(C)c(=O)n3C)cc1 (configuration not stated)
    -2% | 3 | 7% | -1% | -3% | 2.2% | 2% | 4% | -1
> Cn1c(=O)oc2cc(S(=O)(=O)Nc3ccccc3)ccc21
    -6% | -1 | 4% | -6% | 4%[57.1 µM] | -3.3% | 9% | -6% | -4
> NNc1nc2c(F)cc(F)cc2s1
    0% | -16 | 1% | -6% | 4% | -0.2% | -10% | -10% | 8
> COC(=O)c1ccccc1NC(=S)NC(=O)c1ccccc1C
    -1% | 13 | 3% | -2% | 6% | 2.7% | -16% | -6% | -4
> COC(=O)COc1cccc2c(=O)n(CC(=O)N3CCCCC3)ccc12
    -2% | -3 | -1% | 7% | -4% | -0.1% | -4% | 0% | -4
> CC(C)c1ccc(OCC(=O)NC(C)c2ccccc2)cc1 (configuration not stated)
    1% | -7 | 7% | -10% | -1%[57.1 µM] | 0.0% | -11% | 0% | -5
> Cn1cc(CN2C[C@]3(C)C[C@H]2CC(C)(C)C3)c(-c2ccc3c(c2)OCCO3)n1
    2% | -1 | -1% | 3% | 1% | 3.7% | -11% | 0% | 3
> CCOC(=O)C1CCN(CC(O)COCc2ccccc2)CC1 (configuration not stated)
    -4% | 4 | 8% | -1% | 4% | -7.6% | -24% | -7% | -19
> O=C(Nc1cccc(S(=O)(=O)NC2=NCCC2)c1)c1cc(-c2ccco2)nc2ccccc12
    2% | ? | 0% | 2% | 63%[activator] | 2.0% | ? | 5% | 1
> COc1cc(/C=c2\sc3n(c2=O)C(c2ccccc2)C(c2ccccc2)=NN=3)ccc1O (configuration not stated)
    3% | -2 | 7% | -4% | 1%[57.1 µM] | 2.3% | -12% | -12% | -4
> Cc1ccc(NC(=O)c2cc(-c3ccc(F)cc3)on2)cc1C
    11% | 0 | 0% | -1% | -8% | 1.9% | -5% | -3% | -19
> CN(C)c1ccc(C(=O)/C=C/c2ccc(Br)cc2)cc1
    8% | 0 | 2% | -3% | 1% | 2.1% | -23% | -2% | 1
> Nc1ccc(-c2nc3ccc(-c4nc5ccccc5o4)cc3[nH]2)cc1
    3% | 3 | -3% | -2% | 156%[activator] | 12% | -7% | -5% | -2
> Cc1cc(C)nc(-n2ncc3c2CC(C)CC3=O)n1 (configuration not stated)
    -4% | 1 | 1% | 9% | 13%[57.1 µM] | 4.5% | 0% | -2% | 1
> CN1C(c2ccc(F)cc2)=CS/C1=C(\C#N)c1nnc2n1-c1ccccc1SC2
    -2% | -3 | -1% | -2% | -9% | -0.3% | -2% | -1% | -4

Some of the compounds tested; rates above refer to the full screens.
